Compound activity: PubChem, National Center for Advancing Translational Sciences (NCATS)
GLS inh: blocks human kidney-isoform glutaminase activity | GLS enzymatic activity, qHTS titration | Potency, µM (top dose mostly 45.5 µM), for inactives: at the top dose activity change, negative = inhibition, hits mostly inhibitors | actives 0.21% (n = 410,000) | AID 624170; note: potency is the fitted concentration of half-maximal effect; % is set by controls: 0 for no effect and ±100 for the full control effect
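Two-point fluorescence kinetic (t0, 30 min RT) for hKGA; glutamate detected via glutamate oxidase–HRP–Amplex Red. Substrate: 1 mM L-glutamine solution; buffer 45 mM KH2PO4, pH 8.2.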
PI4K2A block: inhibitors of human PI4K2A. AID 1346378. purified PI4K2A, ADP-Glo luminescence, 1 h; active compounds read low. activity change, negative = inhibition, % at 76.9 µM. actives 0.13% (n = 420,000); in the data active = activity change below about -50%; inconclusive = mostly about -30% to -49%;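 note: -100% = wells without enzyme as full effect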
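In this quantitative HTS, ADP production by PI4K2A was quantified luminescently after 1 h at ambient temperature; 100 microM adenosine served as plate-quality control.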
JMJD2A Tudor: JMJD2A Tudor domain (human) inhibition | AlphaScreen JMJD2A-Tudor / H3K4me3 peptide binding | Potency, µM (titrated, usually from 114 µM), for inactives: at the highest dose activity change, negative = inhibition, hits mostly inhibitors | actives 4.4% (n = 390,000) | AID 504339; note: potency is the fitted concentration of half-maximal effect; % is set by controls: 0 for no effect and ±100 for the full control effect; nearly all actives have a fitted effect of over 50% in size
BAZ2B block: blocks human BAZ2B | Potency, µM (highest dose often 114 µM), for the others: at the highest dose activity change, negative = inhibition, actives largely listed as inhibitors | actives 4.4% (n = 360,000) | AlphaScreen BAZ2B-H3K14Ac peptide displacement; note: potency is the fitted concentration of half-maximal effect; % is set by controls: 0 for no effect and ±100 for the full control effect; nearly all actives have a fitted effect of over 60% in size
Target sequence (Q9UIF8 whole entry, looked up): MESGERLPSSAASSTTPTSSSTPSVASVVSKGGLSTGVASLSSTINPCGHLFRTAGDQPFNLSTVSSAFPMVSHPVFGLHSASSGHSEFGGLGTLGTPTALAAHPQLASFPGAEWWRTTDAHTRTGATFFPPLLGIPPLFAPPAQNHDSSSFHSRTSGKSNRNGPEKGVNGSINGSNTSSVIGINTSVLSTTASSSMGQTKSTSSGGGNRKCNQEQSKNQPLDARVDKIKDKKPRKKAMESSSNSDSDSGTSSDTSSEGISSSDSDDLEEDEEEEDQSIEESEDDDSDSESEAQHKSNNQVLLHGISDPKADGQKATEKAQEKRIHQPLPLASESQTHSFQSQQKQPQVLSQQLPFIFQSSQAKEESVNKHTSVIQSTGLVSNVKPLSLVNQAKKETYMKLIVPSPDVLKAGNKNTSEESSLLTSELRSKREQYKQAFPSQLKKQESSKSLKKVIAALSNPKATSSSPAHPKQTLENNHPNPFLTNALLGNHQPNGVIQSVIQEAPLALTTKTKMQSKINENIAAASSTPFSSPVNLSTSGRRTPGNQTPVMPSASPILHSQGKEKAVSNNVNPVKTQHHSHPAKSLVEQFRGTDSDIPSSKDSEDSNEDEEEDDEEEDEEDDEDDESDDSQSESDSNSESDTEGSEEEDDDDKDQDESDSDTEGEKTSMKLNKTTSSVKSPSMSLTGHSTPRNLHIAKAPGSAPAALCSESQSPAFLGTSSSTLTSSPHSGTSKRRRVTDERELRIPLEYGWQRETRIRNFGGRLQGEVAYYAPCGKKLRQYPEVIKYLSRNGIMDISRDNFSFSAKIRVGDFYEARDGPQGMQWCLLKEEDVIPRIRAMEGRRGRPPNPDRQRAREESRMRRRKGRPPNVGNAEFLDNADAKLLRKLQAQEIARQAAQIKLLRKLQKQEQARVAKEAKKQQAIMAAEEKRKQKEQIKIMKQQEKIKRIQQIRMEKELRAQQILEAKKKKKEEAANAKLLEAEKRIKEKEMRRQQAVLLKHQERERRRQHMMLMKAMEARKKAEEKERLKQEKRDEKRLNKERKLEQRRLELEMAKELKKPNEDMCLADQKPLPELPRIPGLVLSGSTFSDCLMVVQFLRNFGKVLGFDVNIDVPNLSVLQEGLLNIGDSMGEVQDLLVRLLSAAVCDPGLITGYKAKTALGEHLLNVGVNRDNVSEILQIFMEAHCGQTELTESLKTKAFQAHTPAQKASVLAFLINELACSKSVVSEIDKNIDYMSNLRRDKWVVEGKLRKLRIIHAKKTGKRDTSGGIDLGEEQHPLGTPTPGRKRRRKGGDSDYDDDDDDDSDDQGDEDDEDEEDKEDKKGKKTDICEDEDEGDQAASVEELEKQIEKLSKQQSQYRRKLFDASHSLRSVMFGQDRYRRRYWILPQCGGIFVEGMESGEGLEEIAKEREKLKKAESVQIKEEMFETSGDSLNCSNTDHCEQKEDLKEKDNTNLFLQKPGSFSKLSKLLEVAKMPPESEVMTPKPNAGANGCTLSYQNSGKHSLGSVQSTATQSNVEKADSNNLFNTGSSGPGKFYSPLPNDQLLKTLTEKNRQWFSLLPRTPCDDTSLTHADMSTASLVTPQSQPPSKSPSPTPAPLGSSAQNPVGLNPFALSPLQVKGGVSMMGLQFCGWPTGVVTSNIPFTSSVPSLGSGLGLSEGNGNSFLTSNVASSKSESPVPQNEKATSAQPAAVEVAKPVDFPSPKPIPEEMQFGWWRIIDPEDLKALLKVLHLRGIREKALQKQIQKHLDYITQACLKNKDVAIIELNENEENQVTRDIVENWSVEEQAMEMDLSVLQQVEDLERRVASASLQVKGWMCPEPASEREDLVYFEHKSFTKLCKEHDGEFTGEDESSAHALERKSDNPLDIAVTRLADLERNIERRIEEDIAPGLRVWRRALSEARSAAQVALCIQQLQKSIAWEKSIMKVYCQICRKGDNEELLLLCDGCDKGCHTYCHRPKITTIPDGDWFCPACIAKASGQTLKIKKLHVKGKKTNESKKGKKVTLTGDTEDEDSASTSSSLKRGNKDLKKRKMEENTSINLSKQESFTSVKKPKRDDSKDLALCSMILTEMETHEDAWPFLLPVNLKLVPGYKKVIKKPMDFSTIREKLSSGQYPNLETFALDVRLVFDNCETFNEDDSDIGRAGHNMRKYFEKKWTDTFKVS
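In this displacement format the biotinylated H3(5-23) peptide acetylated at Lys14 serves as ligand at 50 nM, with BAZ2B at 50 nM in PBS pH 7.4 containing 0.01% Tween-20. Donor and acceptor beads are 10 ug/mL final.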
Pin1 inh: inhibitors of human Pin1; Q13526; actives 0.009% (n = 390,000); Potency, µM (series often up to 115 µM), inactives show at the top dose activity, negative = inhibition, hits mostly inhibitors; AID 504891; Pin1 FP peptide displacement, HiFluor488, 10 min; active = well fitted inhibition curve with a large enough effect in the polarisation, with a control signal flat, not every such curve was filed as active; inconclusive = small, poorly fitted or top-dose-only effect, or effect the other way, or a change in a side signal; inactive = no such curve, though single readings can be large or run the other way; the % refers to the polarisation; note: potency is the fitted concentration of half-maximal effect; % is set by controls: 0 for no effect and ±100 for the full control effect
HP1b chromo inh: HP1-beta chromodomain-methylated histone interaction inhibition; actives 0.56% (n = 390,000); P83916; AlphaScreen HP1-beta / biotin-H3K9me3 peptide binding; Potency, µM (top dose mostly 114 µM), for inactives: top-dose activity change, negative = inhibition, most hits filed as inhibitors; note: potency is the fitted concentration of half-maximal effect; nearly all actives have a fitted effect of over 70% in size; inactives centre near 23
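Compound inhibition of the preformed complex between 50 nM HP1-beta and 50 nM biotinylated H3K9me3 peptide was read by AlphaScreen. Buffer was PBS pH 7.4 with 0.01% Tween-20. Incubations ran 30 min at room temperature, with 10 ug/mL donor/acceptor beads.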
POLH inh: inhibitors of human DNA polymerase eta; Q9Y253; recombinant Pol eta, fluorescent DNA replication assay; Potency, µM (series often up to 114 µM), without a hit: at the highest dose activity change, negative = inhibition, hits mostly inhibitors; actives 1.2% (n = 390,000); AID 588591; note: potency is the fitted concentration of half-maximal effect; % is set by controls: 0 for no effect and ±100 for the full control effect
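Pol eta (10 nM) was preincubated with compounds for 15 min at room temperature, after which fluorescent replication substrate (50 nM final) was added to start the reaction. Fluorescence was read kinetically at 0 and 10 min.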
PGK inhibitor: T. brucei PGK inhibition. P07378. PGK/GAPDH coupled, Kinase-Glo luminescence, 60 min. Potency, µM (top dose mostly 57.5 µM), for inactives: at the highest dose activity change, negative = inhibition, actives largely listed as inhibitors. actives 0.043% (n = 380,000). AID 602233; note: potency is the fitted concentration of half-maximal effect; % is set by controls: 0 for no effect and ±100 for the full control effect; nearly all actives have a fitted effect of over 60% in size
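Recombinant glycosomal PGK reaction used 1,3-bisphosphoglycerate generated in-well by GAPDH (100nM final) in 100mM TEA pH 7.6, 5mM MgCl2, 0.01% Tween-20. After 60 minutes at room temperature, ATP was read by Kinase-Glo Plus luminescence end-point.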
G9a block: G9a (human) methyltransferase inhibition; Q96KQ7; G9a H3K9 monomethylation, AlphaScreen, 2 h; Potency, µM (doses to about 102 µM), without a hit: at the top dose activity, negative = inhibition, most hits filed as inhibitors; actives 8.8% (n = 350,000); AID 504332; note: potency is the fitted concentration of half-maximal effect; % is set by controls: 0 for no effect and ±100 for the full control effect; nearly all actives have a fitted effect of over 75% in size
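G9a (20 nM) was preincubated 15 min with compound, then reacted 2 h at room temperature with 500 nM biotin-H3K9 peptide and 20 µM SAM. Monomethyl-H3K9 detected by AlphaScreen using anti-H3K9me1 antibody.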
Starred values were filed as active, the others as inactive; i = inactive; ? = inconclusive; . = no result given; [ ] = dose if it differs, or a comment. Unless noted, calls come from the whole dose curve; as a rule, active = well fitted curve in the direction sought with a large enough effect; inconclusive = small, poorly fitted or top-dose-only effect, or another doubt; inactive = no such curve, though single readings can be large; an effect the other way counts as inactive or inconclusive. Only part of the results is shown. The share of hits here may be higher or lower than overall.

SMILES	GLS inh	PI4K2A block	JMJD2A Tudor	BAZ2B block	Pin1 inh	HP1b chromo inh	POLH inh	PGK inhibitor	G9a block
O=C(CN1C(=O)C2C3C=CC(C3)C2C1=O)Nc1cccc2c1CCCC2 (centres undefined)	-3.6%	0.8	-11.3%	0.6%	-0.8%	4.4%	-8.9%	-2.9%	-8.9%[59 µM]
Cc1cccc(C)c1OCc1nc2ccccc2c(=O)n1/N=C/c1ccc(OCC(=O)O)cc1	-7.2%	3.2	-16.4%	?	-2.6%	17.0%	-1.8%	-2.2%	-1.5%[59 µM]
CCCCNC1=CC(=O)C(NCCCC)=CC1=O	?	-7.6	39.8µM*	.	-1.5%	17.8µM*	-25.6%	-3.7%	.
O=[N+]([O-])c1ccc(CN2CCC(Cc3ccccc3)CC2)cc1	2.8%	5.6	28.2µM*	50.1µM*	1.1%	?	-20.3%	-2.6%	?
Cc1cccc(NC(=O)c2ccc(OCC3CCCO3)cc2)c1C (centres undefined)	2.6%	-1.9	-1.4%	11.0%	-3.7%	45.3%[activator]	-20.6%	-0.6%	19.3%[59 µM]
Cc1ccc(-n2ncc(C(=O)NCc3cccs3)c2C2CCN(C(=O)OC(C)(C)C)CC2)cc1	-11.6%	0.3	-32.4%	2.2%[57.1 µM]	1.7%	-14.4%	-13.2%	-9.8%	-28.2%[59 µM]
Cc1cc(C)nc(NS(=O)(=O)c2ccc(NC(=O)C(C)C)cc2)n1	-0.5%	-0.4	-12.3%	9.1%	0.9%	22.5%	-15.5%	-2.5%	-1.1%[0.501 µM]
COC(=O)c1cccc(NC(=O)CCSc2ccc(Cl)cc2)c1C	20.5%	-4.7	-5.4%	-1.0%	0.7%	9.2%	-6.0%	-7.5%	2.5%
O=C(NCC(c1ccc(F)cc1)N1CCOCC1)c1cccnc1Sc1ccccc1 (centres undefined)	-25.0%	-0.6	4.8%	12.6%	-2.2%	18.8%	-13.5%	-0.1%	1.2%
C/C(=C/c1ccccc1)C(=O)N1CCN(c2ccccc2)CC1	5.7%	-2.3	-2.3%	56.2µM*	3.9%	44.2%[activator]	-3.3%	-9.8%	-3.6%
CCOc1ccc(C(=O)NNC(=O)C2CC(=O)N(c3ccc(C)cc3)C2)cc1 (centres undefined)	14.9%	2.5	-10.3%	-7.9%	-2.2%	-2.2%	-3.4%	-4.5%	3.8%
O=C(Cn1c(=O)n(-c2ccc(Cl)cc2)c(=O)c2sc3ccccc3c21)NC1CCCCC1	-3.2%	-3.1	-16.6%	-29.8%	0.3%	17.3%	-4.1%	i	6.6%[59 µM]
CCCn1cnc2c(SCc3ccccc3Cl)nc(N)nc21	15.0%	-4.2	-11.1%	.	-0.8%	13.4%	-20.0%	-8.7%	.
Cc1ccc(C(=O)Nc2cccnc2)cc1S(=O)(=O)N1CCCCCC1	1.1%	-3.2	-8.8%	-24.1%	-0.7%	26.5%	-18.3%	-11.7%	37.9%
COCCCN1C(=O)c2ccc(C(=O)OCC(=O)N(CCC#N)c3cc(C)cc(C)c3)cc2C1=O	5.9%	-0.9	-9.7%	3.3%	-0.3%	23.5%	-18.0%	3.4%	-35.7%
CCN(CC)c1ccc(NC(=O)CC2Oc3ccccc3NC2=O)c(C)c1 (centres undefined)	18.6%	1.4	-11.0%	10.3%	-11.1%	32.7%	-3.4%	9.3%	10µM*
COc1ccc(Cl)cc1C(=O)NCCCn1ccnc1	3.7%	4.2	-11.6%	-38.8%	0.8%	6.3%	-4.5%	0.8%	.
C=CCn1c(N)c(C(=O)OCC)sc1=S	-3.5%	-5.0	-19.9%	?	2.0%	-13.4%	-5.3%	2.0%	-2.3%[12.7 µM]
O=C(CNCc1cccc(Cl)c1)N1CCc2ccccc2C1	-0.6%	0.0	20µM*	56.2µM*	-8.3%	-37.0%	-1.3%	-2.4%	14.1µM*
CCCCc1ccc(N=N/C(C(=O)Nc2ccc(NC(C)=O)cc2OC)=C(/C)O)cc1	9.6%	-1.7	?	?	3.1%	-20.4%	-10.2%	0.6%	35.5µM*
COC(=O)c1cccc(NC(=S)N2CCOCC2)c1	0.7%	-1.9	-1.4%	-21.2%	1.1%	20.9%	-4.1%	3.0%	1.4%[12.7 µM]
Cc1ccc(/C=C/C(=O)OCC(=O)NCc2ccccc2)o1	0.1%	1.1	-13.1%	1.4%	-2.2%	-10.3%	-14.9%	-7.5%	44.7µM*
CCCCn1nc(C(=O)NC2CCCCCC2)c2ccccc2c1=O	-9.7%	7.7	-11.1%	.	9.9%	48.3%[activator]	-20.3%	-4.6%	.
c1ccc2c(N3CCCC3)nc(-c3ccncc3)nc2c1	12.5%	-2.9	-11.2%	0.7%	5.2%	3.5%	-4.8%	-6.6%	46.9%[59 µM]
O=C(Nc1cccc(S(=O)(=O)NC2=NCCC2)c1)c1ccccc1	4.0%	0.7	-4.2%	.	-2.1%	33.9%	-8.0%	-1.8%	.
O=C(NCc1cccnc1)C(=O)NCC1OCCCN1S(=O)(=O)c1ccc(Cl)cc1 (centres undefined)	8.5%	-1.6	-10.5%	12.4%	0.5%	14.7%	-10.4%	-7.2%	16.5%
O=Cc1ccc2c(c1)CCN2Cc1ccccc1	-5.8%	-4.6	8.3%	2.5%	-16.7%	50.5%[activator]	-4.4%	3.0%	23.8%
Cc1nn(Cc2c(F)c(F)c(F)c(F)c2F)c(C)c1NC(=O)c1cccc(COc2ccc(Cl)cc2)c1	4.5%	4.5	-10.4%	-1.6%[57.1 µM]	26.4%	22.8%	2.6%	i	-32.0%
Cc1ccc(SC[C@H](Cc2ccccc2)N2CCN(C)CCC2=O)cc1	1.0%	-2.8	-15.9%	4.2%	-7.5%	33.0%	-14.7%	-2.2%	10.0%[12.7 µM]
Cc1cc2cc3c(cc2nc1SCc1ccc(C(=O)O)cc1)OCCO3	?	0.2	-32.9%	?	-6.8%	19.2%	-5.4%	-14.4%	50.1µM*
O=C(OCC(=O)N1CCOCC1)c1ccc(Cl)cc1[N+](=O)[O-]	-26.0%	1.6	-12.6%	-10.2%	-3.9%	-19.8%	-7.7%	-11.1%	31.8%
O=C(CCNC(=O)c1ccccc1)OCC(=O)c1cccc(Cl)c1	-0.5%	4.5	-13.5%	.	-2.1%	39.6%[activator]	4.9%	i	-33.3%
CCc1ccc(C(C(=O)NCCOC)N(C(=O)Cn2nnc3ccccc32)c2cccnc2)cc1 (centres undefined)	0.7%	-3.9	-5.4%	2.8%	0.7%	11.1%	7.4%	-1.1%	21.0%[59 µM]
CC1CCCC(NC(=O)c2cccs2)C1C (centres undefined)	-1.6%	-1.3	-1.4%	32.0%[activator]	4.9%	32.2%	-2.2%	1.5%	11.1%[12.7 µM]
NS(=O)(=O)c1ccc(NC(=O)Nc2ccc3c(c2)OCO3)cc1	0.0%	-1.8	-24.3%	-15.3%	2.2%	20.7%	?	9.0%	7.5%
Cc1ccccc1OCc1nnc(SCC(=O)Nc2ccc(N3CCOCC3)cc2)n1C	34.2%[activator]	-13.1	-15.0%	-12.7%	0.0%	-0.2%	1.3%	8.7%	6.6%
COc1ccc(C2C(C#N)=C(N)SC(N)=C2C#N)cc1OC	5.3%	-3.7	56.2µM*	-11.3%	?	6.0%	-11.8%	7.7%	?
Cc1ccc(OCCSc2nc3ccccc3n2CCC(=O)O)c(C(C)C)c1	0.6%	-9.1	.	.	.	.	?	-23.9%	.
O=C(NCCCN1CCCCCC1)c1cc2c(=O)oc3ccccc3c2s1	-13.9%	-1.0	-23.8%	-11.3%	?	9.4%	-6.1%	-9.7%	79.4µM*
COc1ccccc1NC(=O)CCc1nnc2ccc(NCc3ccco3)nn12	-7.9%	4.0	-24.3%	-35.5%	-0.7%	27.1%	-15.8%	-3.8%	11.0%
COc1ccc(-c2sc3ccc(N4CCOCC4)cc3c2C#CCO)cc1	-3.3%	-4.4	?	.	-1.3%	8.6%	-9.3%	i	.
CCc1c(O)nc(SCC(=O)Nc2nc3ccccc3s2)n(C2CCCCC2)c1=O	0.6%	-0.3	?	?	1.1%	21.2%	-1.1%	i	?
OC(CN1CCN(c2cccc(Cl)c2)CC1)c1ccc(F)cc1 (centres undefined)	-9.0%	-0.5	-19.2%	0.0%	-1.0%	17.6%	-7.9%	-8.9%	11.9%[2.33 µM]
CCOc1c2ccc(C(=O)NCCc3cccs3)cc2nn1CC	4.0%	1.2	-5.5%	1.4%[57.1 µM]	0.1%	53.4%[activator]	-7.2%	-2.9%	9.1%[2.33 µM]

Single records, as listed above. Values in the order: GLS inh | PI4K2A block | JMJD2A Tudor | BAZ2B block | Pin1 inh | HP1b chromo inh | POLH inh | PGK inhibitor | G9a block
Profile of `Cc1nn(Cc2c(F)c(F)c(F)c(F)c2F)c(C)c1NC(=O)c1cccc(COc2ccc(Cl)cc2)c1` : 4.5% | 4.5 | -10.4% | -1.6%[57.1 µM] | 26.4% | 22.8% | 2.6% | i | -32.0%
Profile of `O=C(OCC(=O)N1CCOCC1)c1ccc(Cl)cc1[N+](=O)[O-]` : -26.0% | 1.6 | -12.6% | -10.2% | -3.9% | -19.8% | -7.7% | -11.1% | 31.8%
Profile of `CCOc1c2ccc(C(=O)NCCc3cccs3)cc2nn1CC` : 4.0% | 1.2 | -5.5% | 1.4%[57.1 µM] | 0.1% | 53.4%[activator] | -7.2% | -2.9% | 9.1%[2.33 µM]
Profile of `Cc1ccc(OCCSc2nc3ccccc3n2CCC(=O)O)c(C(C)C)c1` : 0.6% | -9.1 | . | . | . | . | ? | -23.9% | .
Profile of `CCc1ccc(C(C(=O)NCCOC)N(C(=O)Cn2nnc3ccccc32)c2cccnc2)cc1` (centres undefined) : 0.7% | -3.9 | -5.4% | 2.8% | 0.7% | 11.1% | 7.4% | -1.1% | 21.0%[59 µM]
